Ba/F3 V617F tox: reduced viability of JAK2V617F-dependent Ba/F3 cells, primary screen, JAK2V617F inhibitor project, cell-based, Ba/F3 EpoR-JAK2V617F, luminescence; AID 1446, 2008; inhibition, % at 5.6 µM; 1.1% of 220,000 active; ATP luminescence;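 active = inhibition above the campaign mean plus 3 SD over all tested compounds, cut at about 24% in these data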;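 note: cytokine-independent growth of Ba/F3 cells driven by EpoR plus mutant JAK2; 0% = DMSO-treated cells and 100% = JAK inhibitor I control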
BaF3 parental: parental Ba/F3 cell viability inhibition, counter-screen for JAK2V617F inhibitor project, murine pro-B, CellTiter-Glo luminescence. CellTiter-Glo ATP luminescence. inhibition, % at 5.6 µM. 1.1% of 220,000 active;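 active = inhibition above a per-campaign cutoff, the mean inhibition of all tested compounds plus 3 SD, cut at about 27% in these data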;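 note: 0% = DMSO wells and 100% = JAK Inhibitor I control wells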
CHOP inh: inhibitors of CHOP promoter induction, primary screen, cell-based, unfolded protein response, luciferase reporter; 3.8% of 220,000 active; AID 2732, 2010; CHO-K1 CHOP-promoter luciferase, tunicamycin-induced, 15-18 h; inhibition, % at 10 µM;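 active = compounds that reduced the stress-induced luciferase reporter signal by more than about 70% of percent inhibition, limit read from the data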;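 note: 0% = tunicamycin plus vehicle and 100% = wells without tunicamycin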
S1P4 ag: S1P4 receptor agonists, primary screen, cell-based; Sphingosine 1-phosphate receptor 4 (Homo sapiens), O95977; S1P4-expressing cell line, agonist reporter assay; activation, % at 4.98 µM; 0.35% of 220,000 active; AID 1509, 2009; in the data active = activation above about 11%;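 note: 0% = DMSO vehicle and 100% = reference agonist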
Target sequence (O95977 whole entry, looked up): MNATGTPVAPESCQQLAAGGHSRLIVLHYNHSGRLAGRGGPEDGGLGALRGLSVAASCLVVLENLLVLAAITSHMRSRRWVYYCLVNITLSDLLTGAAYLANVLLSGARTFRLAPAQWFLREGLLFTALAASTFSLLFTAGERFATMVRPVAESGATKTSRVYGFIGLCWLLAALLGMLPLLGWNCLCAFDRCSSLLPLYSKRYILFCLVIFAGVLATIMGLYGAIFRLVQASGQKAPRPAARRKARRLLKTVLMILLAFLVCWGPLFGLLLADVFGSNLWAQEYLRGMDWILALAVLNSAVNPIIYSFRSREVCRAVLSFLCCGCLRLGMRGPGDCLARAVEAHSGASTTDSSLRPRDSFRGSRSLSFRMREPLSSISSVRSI
NPY-Y1 PAM-ag: NPY-Y1 receptor potentiators or agonists, primary screen, cell-based | Neuropeptide Y receptor type 1 (Homo sapiens), P25929 | NPY-Y1 expressing cells, potentiator/agonist activation | activation, % at 3.6 µM | 0.37% of 220,000 active | AID 1304, 2008; in the data active = activation above about 33%, passing the limit was not always enough;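 note: cells stimulated with NPY at EC10 then isoproterenol at EC100; 0% = low agonist plus stimulus and 100% = saturating agonist plus stimulus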
Target sequence (P25929 whole entry, looked up): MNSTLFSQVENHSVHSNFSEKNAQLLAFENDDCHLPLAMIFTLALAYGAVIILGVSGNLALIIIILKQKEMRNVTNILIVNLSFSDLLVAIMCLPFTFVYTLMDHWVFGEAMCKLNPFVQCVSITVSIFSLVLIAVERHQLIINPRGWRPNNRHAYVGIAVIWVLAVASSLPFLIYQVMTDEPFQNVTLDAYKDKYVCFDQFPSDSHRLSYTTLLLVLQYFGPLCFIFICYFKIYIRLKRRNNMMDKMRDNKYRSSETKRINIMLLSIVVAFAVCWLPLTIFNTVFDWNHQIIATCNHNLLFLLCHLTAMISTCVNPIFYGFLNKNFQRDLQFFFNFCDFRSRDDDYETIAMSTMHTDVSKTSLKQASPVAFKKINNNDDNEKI
NPY Y1 blocker: NPY-Y1 receptor antagonists, primary screen, cell-based. HEK293-CNG Y1 cells, membrane potential fluorescence; NPY at EC95, then isoproterenol. inhibition, % at 3.6 µM. Neuropeptide Y receptor type 1 (Homo sapiens), P25929. 1% of 200,000 active;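 active = inhibition above the campaign mean inhibition of all tested compounds plus 3 SD, cut at about 20% in these data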;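 note: 0% = DMSO wells given NPY plus isoproterenol and 100% = isoproterenol alone without NPY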
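Benchmarks – high control isoproterenol alone, low control NPY with isoproterenol · Material – HEK293 Y1/CNG channel cell line · Times – dye 3 h, compound 60 min room temperature, stimulation 45 min · Probe or stimulus – NPY (25 nM), isoproterenol (1 µM), Ro 20-1724 (25 µM) · Evaluation – % inhibition of NPY effect · Signal – fluorescence, membrane potential probe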
NPY-Y2 PAM-ag: NPY-Y2 potentiators or agonists, primary screen, cell-based; activation, % at 3.6 µM; AID 1359, 2008; 0.45% of 220,000 active; cells expressing NPY-Y2, potentiator/agonist read-out; Neuropeptide Y receptor type 2 (Homo sapiens), P49146; in the data active = activation above about 27%;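 note: cells stimulated with NPY near EC25 plus isoproterenol at EC100; 0% = vehicle plus submaximal agonist and 100% = vehicle plus saturating agonist; some results beyond the cut were filed as inactive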
S1P4 antagonist: S1P4 receptor antagonists, primary screen, cell-based | S1P4-expressing cells, antagonist mode, reporter read-out | inhibition, % at 4.98 µM | 0.26% of 220,000 active | Sphingosine 1-phosphate receptor 4 (Homo sapiens), O95977; in the data active = inhibition above about 29%;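 note: 0% = wells stimulated with agonist and 100% = vehicle wells without agonist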
p47phox inh: p47phox/p22phox peptide binding inhibitors, primary screen, biochemical, uHTS, NADPH oxidase regulatory subunit; Neutrophil cytosol factor 1 (Homo sapiens), P14598; inhibition, % at 24.7 µM; 0.53% of 220,000 active; fluorescence polarization, 2 h;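 active = inhibition above about 30%, limit read from the data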;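 note: 0% = p47phox with labelled peptide and 100% = labelled peptide alone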
Starred values were filed as active, the others as inactive; / = no result given.

Every second line gives: S1P4 antagonist	S1P4 ag	Ba/F3 V617F tox	NPY-Y1 PAM-ag	CHOP inh	p47phox inh	NPY-Y2 PAM-ag	NPY Y1 blocker	BaF3 parental
- COc1ccc(C2(CNS(=O)(=O)c3ccc(C)cc3)CCOCC2)cc1
→ -1	-0.9	-3	4	7	-8	20	/	-1
- COc1cc(OC)nc(Oc2ccccc2C(=O)Oc2ccc(F)cc2Cl)n1
→ -6	0.2	-1	4	55	-8	-16	2	-2
- Cc1ccc(N2CCN(CC(O)COc3cccc(C)c3)CC2)cc1 (centres undefined)
→ -2	-0.4	-1	-5	6	-19	-37	/	-8
- O=C(CCN1C(=O)c2ccccc2C1=O)OCn1nnc2ccccc2c1=O
→ -8	0.0	-2	10	29	-9	4	3	1
- Cc1csc(NC(=O)CSc2nnc(-c3ccoc3C)n2C(C)c2ccccc2)n1 (centres undefined)
→ 5	0.6	-2	24	-4	-14	27	/	1
- O=C(Nc1cccc(Oc2ccc3c(c2)C(=O)NC3=O)c1)c1cccs1
→ -5	-2.4	-1	-30	58	-23	1	-3	6
- COc1cc(OC)cc(-c2nc3ccccc3c(=O)n2OC(=O)c2ccc(Br)cc2)c1
→ -13	2.4	1	-17	106*	-8	2	11	9
- O=C(O)CCn1ccnc1-c1ccccc1
→ -3	2.2	3	-14	10	-1	-19	-1	11
- c1ccc(COc2cccc(CNCc3ccccn3)c2)cc1
→ 4	1.2	6	-40	-2	5	-33	9	11
- O=C(N/N=C/c1cccc(Br)c1)c1ccc(Br)cc1
→ 8	0.3	-1	11	69	0	3	10	7
- C=CCN1C(=O)CS/C1=N/c1nccs1
→ 17	0.9	2	7	20	-6	8	-1	7
- CCN(Cc1ccncc1)C(=O)CCc1nnc(CCc2ccccc2OC)o1
→ -7	7.0	1	6	14	-3	12	1	8
- C#CCNC(=O)c1cccn1-c1ncc(C(F)(F)F)cc1Cl
→ -5	-0.9	4	-14	20	-5	6	4	1
- O=C(NNC(=O)c1cccnc1SCc1cccc([N+](=O)[O-])c1)c1ccccn1
→ -18	-0.6	-2	-32	52	-1	-2	-5	9
- COc1ccccc1N1C(=O)C2C(C(=O)c3ccccc3)=NN(c3ccccc3OC)C2C1=O (centres undefined)
→ 1	-0.3	-1	7	1	-14	1	/	2
- O=C(CSc1nccc(-c2cccs2)n1)Nc1ccccc1
→ -1	1.7	0	-15	12	-11	-26	/	-1
- CCC1=NN(C(=O)Cc2ccc(OC)cc2)C(O)(C(F)(F)F)C1 (centres undefined)
→ -4	0.3	0	1	-18	1	10	-1	0
- CN(C)CCNc1nc2c(c(=O)[nH]c(=O)n2C)n1CC(O)COc1ccc(Cl)cc1 (centres undefined)
→ -6	0.8	-2	9	26	-10	12	-4	3
- COc1ccc(NC(=O)Cn2c(=O)oc3ccccc32)cc1
→ 12	-0.3	-3	8	-10	-3	4	/	2
- O=C(Nc1ccc(S(=O)(=O)Nc2nccs2)cc1)c1ccc(S(=O)(=O)N2CCOCC2)cc1
→ -13	-1.4	-1	3	-1	-12	11	-7	6

In the list so far, two contain a thiophene ring, fused or not.
Every second line gives: S1P4 antagonist	S1P4 ag	Ba/F3 V617F tox	NPY-Y1 PAM-ag	CHOP inh	p47phox inh	NPY-Y2 PAM-ag	NPY Y1 blocker	BaF3 parental
- O=C(Nc1cccc(Oc2ccc3c(c2)C(=O)NC3=O)c1)c1cccs1
→ -5	-2.4	-1	-30	58	-23	1	-3	6
- O=C(CSc1nccc(-c2cccs2)n1)Nc1ccccc1
→ -1	1.7	0	-15	12	-11	-26	/	-1

Going on with the list.
Every second line gives: S1P4 antagonist	S1P4 ag	Ba/F3 V617F tox	NPY-Y1 PAM-ag	CHOP inh	p47phox inh	NPY-Y2 PAM-ag	NPY Y1 blocker	BaF3 parental
- O=C(Nc1nc(-c2ccccn2)cs1)C1COc2ccccc2O1 (centres undefined)
→ -2	38*	2	-4	1	-11	-10	1	7
- CCN(CC)C(=O)Oc1cc(=O)n2c3c(cccc13)CCC2
→ -3	0.5	0	-19	25	-3	-6	6	1
- COc1ccc(-n2cc(-c3ccc(OC(F)F)cc3)[n+]3c2CCCCC3)cc1
→ -3	-0.8	72*	-13	11	-7	-3	3	64*
- CC(C)C1S/C(=N/N=C/c2ccco2)NC1=O (centres undefined)
→ -7	0.5	3	16	-10	15	-12	10	3
- CCOc1ccc(N=C2NC(=O)S/C2=C\c2ccc(O)cc2)cc1
→ -2	0.5	1	-6	64	-114	-21	-2	6
- COc1ccc2[nH]c(=O)c(CN(C)C(=O)c3cccs3)cc2c1
→ -4	-0.1	2	-7	8	-3	-12	/	-3
- CC1CN(CCCCOc2ccc3ccccc3c2)CC(C)O1 (centres undefined)
→ 4	0.8	-4	-51	18	2	-15	13	-1
- CCc1cc(-c2n[nH]c(=S)n2C(C)c2ccccc2)cs1 (centres undefined)
→ 3	0.6	1	-15	53	-14	-19	6	1
- COc1cc(/C=C/C(=O)NCCN2CCOCC2)cc(OC)c1OC
→ -4	-1.1	-3	4	4	-1	13	3	2
- Cn1cccc1P(=O)(c1cccn1C)c1cccn1C
→ 7	2.3	3	10	-15	-4	-2	-8	3
- O=C(NCc1ccccn1)c1cc2ccccn2n1
→ -10	0.0	-1	-18	-2	-6	-14	-3	2
- COc1ccc(N2CCN(C(CNC(=O)C(=O)NCc3ccncc3)c3ccco3)CC2)cc1 (centres undefined)
→ 5	-0.8	-4	10	17	-1	1	-1	0
- COc1ccc(Nc2nc(C(=O)N(CCO)Cc3ccccc3)cs2)cc1
→ -18	7.5	1	8	5	-11	10	2	2
- O=C(CCN1C(=O)COc2ccccc21)N1CCN(c2ccccn2)CC1
→ 2	-0.4	3	-25	36	-7	-13	5	88*
- COC(=O)c1cc(C)nc(Sc2ccccc2N)n1
→ -8	-0.9	0	13	-32	-1	-2	/	0
- CCOCC(=O)N(CC)Cc1ccccc1
→ -13	1.0	0	-5	9	-10	5	2	6
- CN(C)S(=O)(=O)N1CCN(c2ccc([N+](=O)[O-])cc2)CC1
→ -5	-0.7	6	12	7	-6	-4	-2	2
- C=CCn1c(C(C)NC(=O)c2ccccc2C)n[nH]c1=S (centres undefined)
→ -13	-1.0	-3	8	-14	-1	6	3	4
- CCN1CCN(C(c2cccs2)C(C)NC(=O)c2ccco2)CC1 (centres undefined)
→ -14	-0.3	8	-4	-3	-10	-19	5	7
- CCCOc1ccc(Cc2nn3c(=O)/c(=C/c4ccco4)sc3nc2=O)cc1
→ -11	0.4	2	-23	57	-37	-4	-3	4
- COc1ccc(-c2noc(COc3ccc4c(c3)OCO4)n2)cc1OC
→ -5	1.3	-1	-23	-15	5	-23	26*	2
- Cc1c(C(=O)OCc2ccccc2)[nH]c2c1C(=O)CC(c1ccco1)C2 (centres undefined)
→ 8	4.0	68*	25	/	-16	25	9	73*
- COC(=O)CCC(=O)Nc1ccc(C)cc1OC(=O)CCC(=O)OC
→ 6	0.6	0	11	40	3	1	-3	3
- CCn1c(SCC(=O)Nc2cc(C)ccc2C)nc2c(c1=O)SC(C)C2 (centres undefined)
→ 2	1.5	0	-5	26	-10	-3	9	1
- CCn1ccnc1CNC(=O)c1cc(COc2ccc(F)cc2F)on1
→ 0	0.4	0	4	2	7	0	5	6
- CCOC(=O)C1CCCN(Cc2cc(Br)ccc2OC)C1 (centres undefined)
→ -19	0.0	2	-3	22	6	-10	6	1
- CN(C)CCOCCSc1ccc(Cl)cc1
→ -7	2.3	2	-5	3	-5	-8	9	4
- CC1(C(=O)NNC(=O)c2ccc(=O)oc2)CC1Br (centres undefined)
→ 14	0.2	0	0	2	-39	-10	/	28*
- O=C(c1noc2c1CCCC2)N1CCOCC1
→ 0	2.3	0	3	-13	-14	-1	1	3
- CCOC(=O)c1nnn(-c2nonc2N)c1CSc1ccccc1
→ -23	1.6	-3	-20	22	-14	0	8	2
- Cc1cc(CC(C)C)n(-c2nc3ccccc3c(=O)n2OCC(N)=O)n1
→ -11	-0.5	-1	-13	4	-9	1	2	-1
- CCOC(=O)c1[nH]c(C)c(C(=O)Nc2ccccc2C)c1C
→ -7	0.8	71*	13	/	-14	-3	2	66*
- Cc1ccn2c(NC(=O)c3cccs3)c(-c3ccccc3)nc2c1
→ -7	-0.9	-2	-25	-1	-2	4	8	2
- COc1ccc2cc3c(N)c(C(=O)NCc4ccco4)sc3nc2c1
→ -16	0.7	-2	6	25	-23	-2	-1	3
- CCC(=O)Nc1nc2ccccc2n1Cc1ccccc1
→ 1	-3.3	-3	3	6	4	14	-1	4
- CS(=O)(=O)Nc1ccccc1C(=O)Nc1cccc(Cl)c1
→ -6	-0.3	0	7	-14	-8	-3	2	9
- COc1cccc(-c2nnc(SCC(=O)Nc3ccc(OC)c(OC)c3)n2N)c1
→ 5	-2.0	-1	-12	28	-10	10	0	4
- CCOc1ccc(NC(=O)CCNS(=O)(=O)c2ccc3c(c2)CCC(=O)N3)cc1
→ -7	0.9	0	1	-2	-7	2	0	3
- COc1cccc(-c2nc(CC(=O)O)cs2)c1OC
→ -11	-0.5	-1	-30	17	-10	-19	0	4
- CCc1cccc(C)c1NC(=O)COC(=O)CNS(=O)(=O)/C=C/c1ccccc1
→ -4	-1.2	0	-10	14	5	2	7	7
- CN(C)S(=O)(=O)c1ccc(C(=O)Nc2nc3ccccc3[nH]2)cc1
→ -14	1.1	2	-5	-4	14	-2	3	10
- CCCc1ccc(Oc2cn[nH]c2-c2ccc(O)c(C)c2O)cc1
→ -1	0.5	-3	22	105*	-9	10	3	8

Some of these compounds in order of the NPY-Y1 PAM-ag value, rising:
molecule | S1P4 antagonist | S1P4 ag | NPY-Y1 PAM-ag | CHOP inh | p47phox inh | NPY-Y2 PAM-ag | NPY Y1 blocker
Cc1ccn2c(NC(=O)c3cccs3)c(-c3ccccc3)nc2c1 | -7 | -0.9 | -25 | -1 | -2 | 4 | 8
COc1ccc(-c2noc(COc3ccc4c(c3)OCO4)n2)cc1OC | -5 | 1.3 | -23 | -15 | 5 | -23 | 26*
COc1cccc(-c2nnc(SCC(=O)Nc3ccc(OC)c(OC)c3)n2N)c1 | 5 | -2.0 | -12 | 28 | -10 | 10 | 0
COC(=O)CCC(=O)Nc1ccc(C)cc1OC(=O)CCC(=O)OC | 6 | 0.6 | 11 | 40 | 3 | 1 | -3

Single records, as listed above. Screens in order: S1P4 antagonist	S1P4 ag	Ba/F3 V617F tox	NPY-Y1 PAM-ag	CHOP inh	p47phox inh	NPY-Y2 PAM-ag	NPY Y1 blocker	BaF3 parental
`COC(=O)CCC(=O)Nc1ccc(C)cc1OC(=O)CCC(=O)OC` is listed as 6	0.6	0	11	40	3	1	-3	3
`CCc1cccc(C)c1NC(=O)COC(=O)CNS(=O)(=O)/C=C/c1ccccc1` is listed as -4	-1.2	0	-10	14	5	2	7	7
